TRPML3 agonist: human mucolipin-3 channel agonism; Q8TDD5; HEK293 TRPML3-YFP, Fluo-8 calcium fluorescence; 100% = the carbachol control signal; activation, % at 3 µM; actives 0.29% (n = 220,000); AID 1448;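 active = activation above its plate's cutoff, the mean activation of the plate's test wells plus 3 SD, cut at about 12% in these data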;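 also: 0% = DMSO only wells and 100% = carbachol wells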
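Material: TRPML3-YFP stable HEK293 cells | Dosing: One concentration, 3 µM nominal, 0.3% DMSO | Timing: 125 s total fluorescence read per well | Technique: Fluo-8 calcium dye fluorescence, ex 470-495, em 515-575 nm | Measure: Percent activation from peak-to-basal fluorescence ratio, scaled between DMSO and carbachol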
PPC-1+TRAIL kill: kills PPC-1 cancer cells in the presence of TRAIL. PPC-1 cells + TRAIL, ATPLite viability luminescence. cell killing (% activity), % at 4 µM. actives 0.41% (n = 220,000). AID 1443;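 active = cell killing above 50% in the first pass at 4 µM, then a duplicate retest at 5 µM averaging 50% or more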;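 also: plate controls were cells with TRAIL plus DMSO for no effect and medium-only wells lacking cells for full effect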
TNF necrop inh: blocks TNF-alpha induced death of Jurkat FADD-/- cells | Jurkat FADD-/- TNF necroptosis rescue, ATP luminescence, 24 h; 0 = TNF only, 100 = no-TNF cells | activation (protection from cell death), % at 10 µM | actives 0.068% (n = 220,000) | AID 463075;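 active = activation, meaning protection from cell death, of at least 50% relative to plate controls; inactive = activation below 50%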;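 also: necroptosis triggered by 40 ng/mL TNF-alpha added together with compound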
CHOP inhibitor: blocks CHOP induction under ER stress. CHO-K1 CHOP-promoter luciferase, tunicamycin-induced, 15-18 h. inhibition, % at 10 µM. actives 3.8% (n = 220,000). AID 2732;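 active = compounds that reduced the stress-induced luciferase reporter signal by more than about 70% of percent inhibition, limit read from the data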;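 also: 0% = tunicamycin plus vehicle and 100% = wells without tunicamycin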
MDM2 E3 inh: inhibitors of human Mdm2 E3 ubiquitin ligase. AID 1230. cell-based MDM2 ubiquitination luciferase reporter, 2 h; 0 = plate control, 100 = twice control, blank-subtracted. actives 0.11% (n = 210,000). Q00987. signal enhancement, % at 5 µM;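 active = signal enhancement of 30% or more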;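 also: luminescence tracks abundance of the self-degrading MDM2-luciferase fusion protein; higher signal means inhibition of MDM2 E3 ligase activity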
Target sequence (Q00987 whole entry, looked up, the tested form may be a part): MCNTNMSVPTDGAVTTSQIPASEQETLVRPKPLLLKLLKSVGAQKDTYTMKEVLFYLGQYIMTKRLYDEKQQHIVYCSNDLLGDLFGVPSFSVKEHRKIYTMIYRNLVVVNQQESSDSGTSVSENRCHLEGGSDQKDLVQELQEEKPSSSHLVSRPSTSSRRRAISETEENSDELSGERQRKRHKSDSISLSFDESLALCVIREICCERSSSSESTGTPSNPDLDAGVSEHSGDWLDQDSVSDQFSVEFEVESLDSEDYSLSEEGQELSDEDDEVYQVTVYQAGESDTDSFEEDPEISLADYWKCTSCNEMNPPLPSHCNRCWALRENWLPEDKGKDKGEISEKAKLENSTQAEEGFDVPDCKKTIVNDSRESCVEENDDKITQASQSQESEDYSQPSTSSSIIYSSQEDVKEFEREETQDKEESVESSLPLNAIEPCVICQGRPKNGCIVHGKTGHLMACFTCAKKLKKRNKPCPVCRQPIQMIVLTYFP
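Buffer or medium: Cells held in DMEM | Assay system: Stable mammalian line carrying autodegrading MDM2–luciferase fusion reporter | Quantity: 2000 cells/well | Times: 4 h settle plus 2 h compound, 37 °C | Doses: One concentration, 5 µM, with 0.2% DMSO | Technique: Luminescence with SteadyLite reagent, 15 min at room temperature | Benchmarks: Plate controls and plate blanks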
p47phox inh: p47phox (human) inhibition. p47phox/p22phox peptide binding, fluorescence polarization, 2 h. inhibition, % at 24.7 µM. actives 0.53% (n = 220,000). AID 1274;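 active = inhibition above about 30%, limit read from the data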;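 also: 0% = p47phox with labelled peptide and 100% = labelled peptide alone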
Target sequence (P14598 whole entry, looked up): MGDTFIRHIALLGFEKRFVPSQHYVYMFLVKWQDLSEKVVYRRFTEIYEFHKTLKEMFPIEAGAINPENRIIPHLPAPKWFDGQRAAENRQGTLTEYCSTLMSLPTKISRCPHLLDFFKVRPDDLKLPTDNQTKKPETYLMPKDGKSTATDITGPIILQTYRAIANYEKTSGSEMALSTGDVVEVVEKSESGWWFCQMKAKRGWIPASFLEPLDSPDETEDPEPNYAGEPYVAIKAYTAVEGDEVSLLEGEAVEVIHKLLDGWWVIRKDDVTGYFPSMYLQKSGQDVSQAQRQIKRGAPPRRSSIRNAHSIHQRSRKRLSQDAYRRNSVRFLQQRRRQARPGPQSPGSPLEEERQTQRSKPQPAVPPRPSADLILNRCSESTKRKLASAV
Runt-SMMHC FRET: inhibitors of human RUNX1 Runt domain binding to CBFb-SMMHC | Cerulean-Runt/Venus-CBFb-SMMHC FRET ratio 530/480, 1 h | inhibition, % at 20 µM | actives 0.74% (n = 220,000);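 active = mean inhibition across duplicate retests at 20 µM reaching about 50%, limit read from the data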;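 also: 0% = DMSO wells and 100% = wells with excess untagged CBFb-SMMHC; inhibitors lower the FRET ratio by blocking Runt binding to CBFb-SMMHC; some results filed as inactive read as strong as hits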
TRPN1 ag: zebrafish TRPN1 (NompC) channel agonism | HEK293 zebrafish TRPN1-YFP, Fluo-8 calcium fluorescence; 100% = response to 87 µM carbachol | activation, % at 3 µM | actives 0.18% (n = 220,000) | AID 1424;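 active = activation above its plate's cutoff, the mean activation of test wells on that plate plus 3 SD, cut at about 19% in these data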;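 also: 0% = DMSO alone and 100% = 87 µM carbachol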
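Material: zebrafish TRPN1-YFP in HEK293 cells. Doses: one dose of 3 µM, 0.3% DMSO. Incubation: dye 1 h 37 °C plus 30 min RT. Measured by: intracellular calcium fluorescence with Fluo-8.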
EBV gp42 inh: inhibitors of Epstein-Barr virus glycoprotein 42. Fluorescence polarization binding assay, mP read-out. inhibition, % (tested at 21.74 µM). actives 0.42% (n = 220,000). AID 1085; in the data active = inhibition above about 50%
Target sequence (Q1HVG2 whole entry, looked up): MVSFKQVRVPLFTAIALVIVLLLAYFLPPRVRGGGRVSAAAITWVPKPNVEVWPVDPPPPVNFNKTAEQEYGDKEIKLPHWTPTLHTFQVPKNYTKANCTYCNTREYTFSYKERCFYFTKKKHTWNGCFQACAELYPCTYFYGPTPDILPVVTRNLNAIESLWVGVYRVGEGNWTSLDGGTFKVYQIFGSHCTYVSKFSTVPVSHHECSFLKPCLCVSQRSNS
* marks the source's active call; other numbers are inactive results; . = no result given.

Every second line gives: TRPML3 agonist	PPC-1+TRAIL kill	TNF necrop inh	CHOP inhibitor	MDM2 E3 inh	p47phox inh	Runt-SMMHC FRET	TRPN1 ag	EBV gp42 inh
- CC(NC(=O)C1(C)CC1(Br)Br)C(C)(C)C (centres undefined)
→ 0.4	4	-1.2	-14	-12	-1	-2	0.0	-2
- O=C(NCC1COc2ccccc2O1)C1CCN(S(=O)(=O)c2cccc3nsnc23)CC1 (centres undefined)
→ 0.5	22	-0.6	-23	-9	-4	1	1.1	-32
- COC(C(=O)NC1CC1)c1ccccc1 (centres undefined)
→ 0.9	18	31	-10	-11	0	0	1.3	-6
- COC1CCCCC1Nc1cc(C)ccc1C (centres undefined)
→ 0.2	11	-0.9	40	-6	0	-1	0.2	12
- COc1ccccc1NC(=O)CS(=O)(=O)c1cccc2nsnc12
→ 0.4	7	-1.3	25	-21	0	4	0.8	-9
- Cc1ccc(S(=O)(=O)N(C)c2ccc(C(=O)N3CCCCC3)cc2)cc1
→ 1.1	6	-2.4	7	-1	-3	1	0.4	-1
- Cc1ccc([N+](=O)[O-])cc1NC(=O)C(C)NS(=O)(=O)c1ccc(F)cc1 (centres undefined)
→ 0.2	10	0.5	0	-4	-7	-3	0.9	0
- CCN=C1SC(CC(=O)NCc2ccccc2)C(=O)N1CC (centres undefined)
→ -0.3	15	0.7	-15	7	-19	0	0.4	-1
- Cc1csc2c(N3CCN(C(=O)Nc4ccc(Cl)c(Cl)c4)CC3)ncnc12
→ 0.1	-6	4.1	24	-3	-14	-6	-0.4	-2
- CC(=O)c1c(C)[nH]c(C(=O)Nc2nc(-c3ccc(-c4ccccc4)cc3)cs2)c1C
→ 0.3	9	-4.4	34	-12	-38	-4	0.7	-14
- CC(C)(C)NC(=O)Cn1nnc(-c2ccc(Cl)cc2)n1
→ 1.1	19	0.2	14	-4	-14	-3	2.1	-11
- COc1ccc(-c2cc(C(=O)OCC(=O)Nc3cc(C)on3)c3ccccc3n2)cc1OC
→ 0.1	30	-4.6	88*	-9	-12	-21	0.3	-27
- NC(=O)Cc1ncc(C(F)(F)F)cc1Cl
→ 0.6	10	-0.6	5	-27	1	2	0.9	1
- CC(C)(C)C(=O)Nc1ccc(S(=O)(=O)Nc2ccccn2)cc1
→ 0.4	8	-0.3	31	-16	-1	-9	-0.6	-16
- Cc1ccc(C2C(C(=O)c3cccs3)=C(O)C(=O)N2c2cccc(C)n2)cc1 (centres undefined)
→ -0.3	-6	5.2	6	-10	-14	-9	-1.3	-9
- COc1cccc2[nH]c3c(Cl)ncnc3c12
→ 0.2	20	-2.3	-10	-18	1	2	0.1	-6
- Cc1ccc(CNC(=O)CCS(=O)(=O)c2cccc3nonc23)cc1
→ 0.5	-13	1.0	26	-7	-11	1	1.3	-14
- CCN(CCCNC(=O)CCNC(=O)Cn1cnc2ccccc2c1=O)c1ccccc1
→ 0.2	-6	-2.5	19	-7	-4	4	0.9	-9
- O=C(c1nc2ccccc2[nH]1)c1ccccc1[N+](=O)[O-]
→ 0.3	-2	-0.1	-7	4	-6	-1	0.9	7
- CSc1ccc(/C=C/C(=O)c2ccc(NC(=O)C(C)C)cc2)cc1
→ 0.5	16	-12	-51	-1	-16	-41	4.4	-17
- Cc1ccc(C(=O)NNC2CC(=O)N(c3ccc4c(c3)OCCO4)C2=O)cc1 (centres undefined)
→ 0.2	.	-0.2	-7	-89	-1	4	0.9	7
- Cc1cccc(-n2c(-c3ccncc3)n[nH]c2=S)c1
→ 0.7	3	0.8	-16	-4	-12	11	0.4	-8
- CCOC(=O)C1=C(N)OC2=C(C(=O)CC(C)C2)C1c1cccnc1 (centres undefined)
→ 0.9	-2	-1.9	5	3	-9	7	-0.3	-4
- CCCCn1c(N)c(-c2nc3ccccc3o2)c2c([N+](=O)[O-])nn(C)c(=O)c21
→ 0.8	10	2.4	52	4	25	4	-0.3	25
- COc1ccc2sc3ccccc3c(=O)c2c1OC
→ 0.1	9	-1.6	9	-1	-2	-7	-1.1	-12
- CCc1nnc(NC(=O)CSc2nc(SC)ns2)s1
→ 0.1	15	2.3	-9	-5	-6	-3	-0.3	-11
- CCN(CC)c1ccc(C2=NNC(=O)CC2C)cc1[N+](=O)[O-] (centres undefined)
→ -0.5	2	-4.9	30	4	-3	-1	0.6	3
- CCOC(=O)c1nn(-c2ccc(Cl)cc2)c2nc(CC)c(C#N)c(=O)n12
→ 0.0	14	-1.3	36	.	-23	8	0.7	-13
- CCCOP(=O)(OCCC)c1nc(-c2ccccc2)oc1NCc1ccccc1
→ -1.0	4	1.0	66	-4	-8	-8	-0.8	4
- O=C(Cn1nnc(-c2ccccc2)n1)NNC(=O)c1ccccc1
→ 0.9	7	0.1	-1	1	-4	-4	0.3	-6
- CC(C)CC(C(=O)O)C(C)CC(=O)Nc1ccn(-c2ccccc2)n1 (centres undefined)
→ 0.4	6	-0.6	32	-6	-13	4	0.0	-11
- COc1ccc(Nc2ncnc3nc[nH]c23)cc1OC
→ -0.2	21	-0.4	4	-8	-25	4	0.8	-8
- CCCn1c(=O)c(C(=O)OCC)c(O)c2cc(Br)ccc21
→ -0.5	9	-0.5	11	-7	3	0	0.3	4
- Cn1cccc1/C=C1\SC(=S)N(NC(=O)c2ccccc2)C1=O
→ 0.4	20	3.0	-4	4	-24	-75	1.5	-227
- Cc1c(C(=O)Nc2ccncc2)oc2ccccc12
→ 0.8	23	-3.4	55	-5	-6	-2	2.9	-12
- N#CCSc1nnc(Cc2cccc3ccccc23)n1C1CCCCC1
→ -0.3	-1	-0.3	27	-2	-11	-2	0.2	1
- COc1ccc(CN2C(=O)CSC2c2ccccn2)cc1 (centres undefined)
→ 1.3	12	1.1	-15	-6	-6	2	1.1	-7
- COc1ccc(C(C(=O)NC(C)(C)C)N(Cc2ccc(C)cc2)C(=O)CCC(=O)Nc2cc(C)on2)cc1 (centres undefined)
→ -1.3	1	0.7	19	.	-13	-4	-2.0	-6
- CS(=O)(=O)N(Cc1ccc(C(=O)NCc2ccco2)cc1)c1ccccc1
→ 0.6	19	-2.6	-3	-23	-3	-8	1.0	-7
- COc1cccc(/C=N/NC(=O)CO/N=C(\C)c2cccs2)c1OC
→ -0.5	-2	-1.0	16	-4	-12	1	-0.5	-6

Quoted from the listing:
Result for NC(=O)Cc1ncc(C(F)(F)F)cc1Cl in TRPN1 ag: 0.9
Result for CSc1ccc(/C=C/C(=O)c2ccc(NC(=O)C(C)C)cc2)cc1 in Runt-SMMHC FRET: -41
Result for Cc1ccc(S(=O)(=O)N(C)c2ccc(C(=O)N3CCCCC3)cc2)cc1 in TNF necrop inh: -2.4
Result for Cc1ccc(C2C(C(=O)c3cccs3)=C(O)C(=O)N2c2cccc(C)n2)cc1 (centres undefined) in TRPN1 ag: -1.3
Result for Cc1ccc(C(=O)NNC2CC(=O)N(c3ccc4c(c3)OCCO4)C2=O)cc1 (centres undefined) in MDM2 E3 inh: -89

An excerpt from above in order of length of the SMILES, largest number first:
Every second line gives: TRPML3 agonist	PPC-1+TRAIL kill	TNF necrop inh	CHOP inhibitor	MDM2 E3 inh	p47phox inh	Runt-SMMHC FRET	TRPN1 ag	EBV gp42 inh
- COc1ccc(C(C(=O)NC(C)(C)C)N(Cc2ccc(C)cc2)C(=O)CCC(=O)Nc2cc(C)on2)cc1 (centres undefined)
→ -1.3	1	0.7	19	.	-13	-4	-2.0	-6
- O=C(Cn1nnc(-c2ccccc2)n1)NNC(=O)c1ccccc1
→ 0.9	7	0.1	-1	1	-4	-4	0.3	-6
- COc1ccc(Nc2ncnc3nc[nH]c23)cc1OC
→ -0.2	21	-0.4	4	-8	-25	4	0.8	-8

Among those listed so far, these contain bromine:
Every second line gives: TRPML3 agonist	PPC-1+TRAIL kill	TNF necrop inh	CHOP inhibitor	MDM2 E3 inh	p47phox inh	Runt-SMMHC FRET	TRPN1 ag	EBV gp42 inh
- CC(NC(=O)C1(C)CC1(Br)Br)C(C)(C)C (centres undefined)
→ 0.4	4	-1.2	-14	-12	-1	-2	0.0	-2
- CCCn1c(=O)c(C(=O)OCC)c(O)c2cc(Br)ccc21
→ -0.5	9	-0.5	11	-7	3	0	0.3	4

(cont.)
Every second line gives: TRPML3 agonist	PPC-1+TRAIL kill	TNF necrop inh	CHOP inhibitor	MDM2 E3 inh	p47phox inh	Runt-SMMHC FRET	TRPN1 ag	EBV gp42 inh
- Cc1cc(Cl)c(OCCN2C(=O)NC(C)(C)C2=O)c(Br)c1
→ -0.4	-1	-0.2	41	-14	-7	-2	-0.6	-4
- O=C(Nc1cccc(-c2cn3ccccc3n2)c1)C1CC1
→ -0.2	5	-3.9	12	-9	67*	-2	0.7	-8
- O=[N+]([O-])c1ccc(OCc2cnc(Cl)s2)c([N+](=O)[O-])c1
→ 1.0	1	-0.5	41	-8	-6	-4	1.2	-4
- Cc1ccc(-c2nnc(Nc3ccc4c(c3)OCO4)c3ccccc23)cc1S(=O)(=O)NC(C)C
→ 0.8	2	0.5	36	.	-9	-6	-0.6	-12
- CC(/C=N/NC(=O)c1cccc([N+](=O)[O-])c1)=C\c1ccccc1
→ -0.6	14	-1.9	34	-8	2	-8	0.8	-5
- C[C@]12CC[C@@H]3c4ccc(O[C@@H]5O[C@H](C(=O)O)[C@@H](O)[C@H](O)[C@H]5O)cc4CC[C@H]3[C@@H]1C[C@@H](O)[C@@H]2O
→ .	-8	1.7	0	-17	-11	4	.	-8
- Nn1cnnc1SCC(=O)Nc1ccc(C2CCCCC2)cc1
→ 0.4	27	1.8	6	-2	-8	-1	0.8	-16
- Cc1cc(N2CCC(C)CC2)nc2cccc(O)c12
→ 0.0	9	-3.3	82*	-4	-15	-3	-0.7	-5
- Cc1ccccc1-n1nnnc1SCc1csc(-c2ccccc2)n1
→ 1.4	-5	-3.9	61	-21	-11	-2	2.2	1
- Cc1ccc(NC(=O)OC(C)CNC(=O)Oc2cccc(C)c2)cc1 (centres undefined)
→ 0.4	0	0.7	-6	-9	-8	0	0.0	-6
- CN(CCc1ccccn1)C(=O)CCC1CCCN(Cc2ccccc2OC(F)F)C1 (centres undefined)
→ 0.7	5	1.8	13	-13	15	0	-2.1	-2
- O=C(CN1CCOCC1)NNc1c2ccccc2nc2ccccc12
→ -0.3	15	1.3	7	-19	-1	8	-0.6	-21
- COCCNC(=O)C(=O)NNC(=O)COc1ccc(OC)cc1
→ 0.8	-12	-0.2	-17	-4	5	5	1.3	-3
- CCc1cc(-c2n[nH]c(CCC(=O)O)c2-c2nc3ccccc3n2C)c(O)cc1O
→ 0.9	.	0.3	2	-5	-3	0	-0.5	10
- CN(C)S(=O)(=O)c1ccc(C(=O)Nc2cccc(S(=O)(=O)NC3=NCCC3)c2)cc1
→ 0.9	27	-0.9	-1	-14	-8	0	0.4	-10
- CCOC(=O)C1CCC(CN(Cc2ccccc2C)S(=O)(=O)c2ccc([N+](=O)[O-])cc2)CC1 (centres undefined)
→ 2.4	-22	5.1	-18	-6	-6	6	-0.5	-3
